Source: PubChem BioAssay
Rat MKP-3 inhibitors = MKP-3 phosphatase inhibitors, primary screen, biochemical, rat enzyme, in vitro (AID 425). one-dose inhibition, % at 20 µM; IC50 in µM for titrated hits. 0.17% of 110,000 active. recombinant MKP-3 phosphatase activity, fluorescence; higher % means a stronger effect; in the data active = inhibition above about 50%;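 note: plate controls were vehicle for no effect and reference inhibitor for full effect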
Hsp70 displacement = small molecules displacing fluorescent ligand from Hsp70 – biochemical, fluorescence polarization, primary screen (AID 583) | one-dose displacement, % at 20 µM; IC50 in µM for titrated hits | 0.06% of 140,000 active | Hsp70 fluorescence polarization probe displacement, mP; higher % means a stronger effect; in the data active = displacement above about 50%;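 note: plate controls were vehicle for no effect and reference ligand for full effect; a part of the inactive calls stands beside numbers as strong as those of hits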
* marks the source's active call; other numbers are inactive results; · = not tested or not shown; & = joins results of further samples. Only part of the results is shown. The share of hits here may be higher or lower than overall.

Rat MKP-3 inhibitors | Hsp70 displacement | compound
-4% | 6.5% | CCOC(=O)Cc1nn(CCc2ccccn2)c(=O)c2ccccc12
0% | 0.9% | COc1ccc(NC(=O)n2nc(C(F)(F)F)nc2N)cc1
2% | 0.2% | N#Cc1nc(COc2ccc(F)cc2)oc1NCCCn1ccnc1
· | 11% | O=C(N1CCCCC1)N1CCN(C(c2ccccc2)c2ccccc2)CC1
-1% | 6.9% | Cc1ccc(C(=O)NC(=S)NCCc2ccccc2)cc1
1% | 7.6% | CC[C@H]1CN2CCc3cc(OC)c(OC)cc3[C@@H]2C[C@@H]1C[C@H]1NCCc2cc(OC)c(OC)cc21
-14% | 2.2% | CC1(C)O[C@@H]2C[C@H]3[C@@H]4C[C@H](F)C5=CC(=O)CC[C@]5(C)[C@H]4[C@@H](O)C[C@]3(C)[C@]2(C(=O)CO)O1
0% | -1.1% | CCOc1ccccc1CN1CCN(Cc2cc(Br)ccc2O)CC1

Rat MKP-3 inhibitors | Hsp70 displacement | compound
4% | -0.8% | O=C1CC(c2ccccc2)n2nc(N3C(=O)c4ccccc4C3=O)nc2N1 (centres undefined)
· | -8.1% | CC(C)Cn1c(CCC(=O)O)ccc1-c1cccs1
7% | -40% | CN(C)c1ccc(/C=C/C(=O)c2ccc(Br)cc2)o1
-2% | -1.7% | CCCc1nc2sc3ccccc3c(=O)c2c(=O)n1Cc1ccco1
1% | -3.9% | CN1C(=O)/C(=C\c2cn(Cc3ccc(Cl)cc3Cl)nc2-c2ccccc2)SC1=S
0% | -3.2% | CC(=C\c1ccccc1)/C=C1/SC(=S)N(c2cccc(Cl)c2)C1=O
· | -3.9% | CC(=O)Nc1nc(N)n(-c2ccccc2)n1
8% | 0.4% | COc1ccccc1-c1cc(C(=O)Nc2c(C)n(C)n(-c3ccccc3)c2=O)no1

Rat MKP-3 inhibitors | Hsp70 displacement | compound
· | -1.6% | O=C(NNC1=C(C(=O)C(F)(F)F)CCC1)c1ccccc1O
-7% | 6.0% | CCOC(=O)C1CCN(C(c2cc3ccc(C)cc3[nH]c2=O)c2nnnn2C2CCCCC2)CC1 (centres undefined)
-3% | 6.9% | CCCC1=C(C(=O)OCC)C(c2ccccc2OCC)NC(=O)N1C (centres undefined)
-5% | 1.6% | O=C(Oc1ccccc1C(=O)Oc1ccccc1)c1ccco1
5% | 5.5% | COc1ccc(NC(=O)CSc2nnc(Cc3cccn3C)n2CCc2ccccc2)cc1OC
-7% | -4.1% | CC1CN(CCC(=O)Nc2ccc3c(c2)OCO3)CC(C)O1 (centres undefined)
3% | 0.5% | COc1cc(NC(=O)c2ccccc2Br)ccc1NC(=O)c1ccco1
-2% | · | O=C(CCCn1c(=O)[nH]c2cc(Cl)ccc2c1=O)NCCN1CCN(c2ccccc2)CC1

Rat MKP-3 inhibitors | Hsp70 displacement | compound
-6% | 3.8% | CC1=C(C(=O)N2CCc3ccccc32)C2(CCC(C)CC2)OC1=O (centres undefined)
2%&2% | -2.6% | CCN(CC)CC(=O)Nc1c(C)cccc1C
-7% | 1.2% | COc1ccc(C2NC(=O)NC(O)(C(F)(F)F)C2C(=O)c2ccc(F)cc2)cc1 (centres undefined)
-8% | -1.5% | NC(=O)NCC12CC3CC(CC(C3)C1)C2
-7% | 4.0% | CC(=O)Nc1ccc(S(=O)(=O)N2CCN(c3nc(NC4CCCC4)c4ccccc4n3)CC2)cc1
1% | 3.7% | C#CCSc1nc2ccccc2c(=O)[nH]1
2% | 9.0% | Cc1ccc(NC2=NCC(=O)N2Cc2ccc3c(c2)OCO3)cc1
4% | 7.6% | Oc1c(Cl)cc(Cl)cc1Sc1cc(Cl)cc(Cl)c1O

Rat MKP-3 inhibitors | Hsp70 displacement | compound
0% | 5.3% | CCN(CC)S(=O)(=O)c1cc(C(=O)Nc2cccc(C(=O)O)c2)ccc1Cl
2% | -1.8% | N#Cc1ccc(-c2cc(C(=O)O)c3c(ccc4ccccc43)n2)cc1
1% | 18% | Oc1ccc(/C=N/n2c(-c3ccccc3)n[nH]c2=S)cc1O
1% | 12% | C/C(=N\NC(=O)c1cc(C(C)(C)C)[nH]n1)c1ccc2ccccc2c1
0% | -1.1% | COc1ccc(OC)c(/C=N/NC(=O)c2cc[n+](Cc3ccccc3)cc2)c1
-3% | -2.1% | c1ccc(-n2c(SCC3CCCCO3)nnc2-c2cccs2)cc1 (centres undefined)
-5% | 5.0% | O=C(NCCCN1CCOCC1)c1ccc(CS(=O)(=O)c2ccc(Br)cc2)o1
-2% | 3.4% | CCOC(=O)/C(=C\Nc1ccc(F)c(F)c1)[N+](=O)[O-]

Rat MKP-3 inhibitors | Hsp70 displacement | compound
1% | -3.1% | CCOc1ccccc1-c1nc(SCC(N)=O)n[nH]1
28% | -81% | O=C(Nc1ccc(-c2nc3ccccc3[nH]2)cc1)c1cccc(Br)c1
-8% | -1.9% | Cc1sc(NC(=O)c2ccc(Cl)s2)c(C(N)=O)c1C
1% | 4.2% | Cc1cc(C)c(S(=O)(=O)Nc2cc(C(F)(F)F)ccc2Cl)c(C)c1
· | -1.0% | COc1ccc(NC(=O)C2CC(=O)NC3=C2C(=O)CC(C)(C)C3)cc1 (centres undefined)
-12% | 1.5% | O=C(NCCCN1CCN(CCCNC(=O)c2ccccc2F)CC1)c1ccccc1F
2% | 1.2% | COc1cccc(NC(=O)COc2cc(C)c(Cl)c(C)c2)c1
0% | 20% | Oc1c(Br)cc2oc3c(c2c1/C=N/c1ncn[nH]1)CCCC3

Arranged by the number under Rat MKP-3 inhibitors (lowest first): 5 from the list above
Rat MKP-3 inhibitors | Hsp70 displacement | compound
-5% | 1.6% | O=C(Oc1ccccc1C(=O)Oc1ccccc1)c1ccco1
0% | 20% | Oc1c(Br)cc2oc3c(c2c1/C=N/c1ncn[nH]1)CCCC3
2% | 1.2% | COc1cccc(NC(=O)COc2cc(C)c(Cl)c(C)c2)c1
7% | -40% | CN(C)c1ccc(/C=C/C(=O)c2ccc(Br)cc2)o1
8% | 0.4% | COc1ccccc1-c1cc(C(=O)Nc2c(C)n(C)n(-c3ccccc3)c2=O)no1

Continued.
Rat MKP-3 inhibitors | Hsp70 displacement | compound
· | 3.5% | CCCOc1ccc(Cn2c(C)nc([N+](=O)[O-])c2SCC(O)COC)cc1[N+](=O)[O-] (centres undefined)
1% | -2.0% | CCN(CC)S(=O)(=O)c1ccc(NC(=O)c2c(-c3ccccc3)noc2C)cc1
· | 0.2% | CCCCCC(=O)N1CCN(CCN=CC2=C(O)CC(c3cccs3)CC2=O)CC1 (centres undefined)
-4% | 3.1% | CCOc1cc(/C=C/C(=O)O)cc(I)c1OCC
0% | -2.4% | CC(=O)Nc1ccc(N2Cc3ccccc3C2)cc1
-5% | 2.0% | Cc1ccc(C2CC(=O)NC(SCc3ccccc3)=C2C#N)o1 (centres undefined)
-9% | 1.1% | CN1CCN(c2nc3c(c(=O)[nH]c(=O)n3C)n2Cc2cccc3ccccc23)CC1
-14% | 1.5% | CC(=O)c1ccc(NC2OC(CO)C(O)C(O)C2O)cc1 (centres undefined)

Rat MKP-3 inhibitors | Hsp70 displacement | compound
5% | 0.0% | O=C(CCn1c(=S)[nH]c2ccccc2c1=O)NCCCN1CCCC1=O
-10% | · | COc1cc(NC(=O)CCc2ccccc2)nc(OC)n1
· | -6.6% | CCOc1ccc(-n2c(N)c(C(=O)NCc3ccco3)sc2=S)cc1
-8% | 2.5% | CCOC(=O)C1CCCN(S(=O)(=O)Cc2ccccc2)C1 (centres undefined)
· | -3.3% | O=C(O)Cc1ccc(NC(=O)c2ccc(NC(=O)c3ccco3)cc2)cc1
-8% | -1.9% | CCOC(=O)CSc1nnc2n1C(C)(C)Cc1ccccc1-2
2% | 4.7% | CCCCN1C(=O)c2ccccc2C1C(=O)NC1CCCC1 (centres undefined)
-4% | 6.5% | COC(=O)C1=C(CSc2nc3ccccc3o2)NC(=O)NC1c1cc(C)ccc1C (centres undefined)

Overlap with the part before: 2 entries; new compounds follow.
Rat MKP-3 inhibitors | Hsp70 displacement | compound
2% | 4.7% | CCCCN1C(=O)c2ccccc2C1C(=O)NC1CCCC1 (centres undefined)
-4% | 6.5% | COC(=O)C1=C(CSc2nc3ccccc3o2)NC(=O)NC1c1cc(C)ccc1C (centres undefined)
-8% | -2.9% | O=C1OC(c2ccc(Br)cc2)=N/C1=C\N1CCCCC1
6% | -4.2% | COc1ccc(C2CC(=O)C3=C(C2)Nc2ccccc2NC3c2ccccc2)cc1 (centres undefined)
-7% | 7.7% | Cc1cccnc1NCc1ccc(O)c2ncccc12
4% | -2.6% | N#Cc1nc(-c2ccccc2F)oc1NC1CCCCC1
-7% | 6.1% | Cc1cccc(C(=O)NCc2nnc(SCC(=O)N3CCN(c4ccccc4)CC3)n2C)c1
· | 9.2% | COc1ccc(OC)c(NC(=O)CC2C(=O)NCCN2C(=O)Nc2cccc(Cl)c2)c1 (centres undefined)
-7%&2% | 1.9%&-2.6% | COc1ccc(CCNc2nc3c(c(=O)n(C)c(=O)n3C)n2C)cc1OC
0% | 3.8% | CCN(CC)c1ccc(NC(=O)c2ccc(F)cc2)cc1

Rat MKP-3 inhibitors | Hsp70 displacement | compound
0% | 0.9% | COc1ccc(S(=O)(=O)N2CCN(CCN3C(=O)c4cccc5cccc(c45)C3=O)CC2)cc1
-7% | 0.7% | COc1cccc(C2NC(C)(C(=O)O)C3C(=O)N(C(C)C)C(=O)C23)c1O (centres undefined)
7% | 3.9% | Nc1ncc(Br)cc1S(=O)(=O)NCCC(=O)N1CCN(c2ncccn2)CC1
· | -5.5% | CCNC(=O)COc1cc(C)c(Cl)c(C)c1
0% | 1.8% | Cc1ccc(-n2[nH]c(C)c(C=Nc3ccc(S(=O)(=O)Nc4nccs4)cc3)c2=O)cc1
4% | -4.1% | CN(C)CCCNC(=O)c1ccc(N(C)S(=O)(=O)c2ccccc2)cc1
0% | -0.9% | COc1ccc(CC(=O)Nc2sc3c(c2C#N)CCCC3)cc1OC
-7% | 6.4% | Cc1cc(C(=O)N2CCN(Cc3ccc4c(c3)OCO4)CC2)on1

Rat MKP-3 inhibitors | Hsp70 displacement | compound
-6% | 0.7% | Cc1ccc(OCC(O)CN2C(=O)NC(C)(C)C2=O)cc1C (centres undefined)
4% | -0.4% | O=C(O)CCC(=O)N1N=C(c2ccc([N+](=O)[O-])cc2)CC1c1ccc(Br)cc1 (centres undefined)
-3% | 5.9% | CCNCCNC(=O)c1c(O)c2c([nH]c1=O)CCCC2
4% | 3.1% | CCc1ccccc1NC(=O)CCc1ccccc1
-1% | 4.1% | CCc1ccc(OCc2nnc(N)s2)cc1
-1% | -1.5% | CCCC(=O)N1c2ccccc2NC2=C(C(=O)CCC2)C1c1ccc(F)cc1 (centres undefined)
2% | 4.0% | COC(=O)c1sc(NC(=O)c2cnccn2)c(C(=O)OC)c1C
· | 8.4% | CCSc1nc2c(c(=O)n1Cc1ccccc1)SC(C)C2 (centres undefined)

Rat MKP-3 inhibitors | Hsp70 displacement | compound
· | -0.6% | CCOC(=O)c1c(NS(=O)(=O)Cc2ccccc2)sc2c1CCCC2
4% | 0.9% | CCN1C(=O)/C(=C/c2ccc(N3CCCC3)cc2)C(=O)NC1=S
1% | -0.1% | CCN1CCN(CC(=O)Nc2ccc3c(c2)OCCO3)C(=O)C1=O
9% | -42% | COc1ccc(-n2c(O)c(C=Nc3ccccc3OC)c(=O)[nH]c2=O)cc1
3% | 3.1% | COc1ccc(C(=O)/C=C/c2ccc3c(c2)OCO3)cc1
0% | -6.5% | O=S(=O)(NCc1ccco1)c1cccc(S(=O)(=O)N2CCCCC2)c1
6% | 3.8% | CC(Sc1ccc(Cl)cc1)C(=O)NC(C)c1ccccc1 (centres undefined)
2% | 2.3% | O=C(CCCSc1nc2sc3c(c2c(=O)[nH]1)CCCC3)NCCO

Rat MKP-3 inhibitors | Hsp70 displacement | compound
-8% | 2.4% | CCOC(=O)C1=C(C)NC(=O)NC1C1CC=CCC1 (centres undefined)
0% | 0.2% | Cc1ccc(S(=O)(=O)Nc2ccccc2/C=N/n2cnnc2)cc1
-9% | 6.5% | Cn1cccc1Cc1nnc(SCC(=O)Nc2ccc(Cl)cc2)n1-c1ccc(F)cc1
-8% | 5.8% | CCOC(=O)C1CCCCN1Cc1ccc(OC)c(OC)c1OC (centres undefined)
· | 4.5% | CCCn1c(SCC(=O)c2cc(C)ccc2C)n[nH]c1=O
· | -4.8% | CCc1cc2c(NCC3CCCO3)nc(C)nc2s1 (centres undefined)
· | 0.7% | Cc1ccccc1CSCC(Nc1ccc(C(=O)O)cc1[N+](=O)[O-])C(=O)O (centres undefined)
0% | -0.7% | O=C(Nc1ccc(N2CCOCC2)cc1)c1sc2ccccc2c1Cl

Rat MKP-3 inhibitors | Hsp70 displacement | compound
-2% | 5.0% | CCOC(=O)c1ccc(N2C(=O)c3n[nH]c(C)c3C2c2ccc(O)cc2)cc1 (centres undefined)
-15% | 0.2% | CC1(C)CC(N(Cc2cccs2)C(=O)c2ccco2)CCO1 (centres undefined)
· | 3.2% | COC(=O)c1scc(C)c1N/N=C(\C)c1ccc(F)cc1F
-5% | -1.3% | CC(=O)CSc1ncnc2nc[nH]c12
0% | 4.8% | CCC1CCCCN1CCCNC(=O)C1CCC(=O)N1Cc1ccc(C)cc1 (centres undefined)
3% | 7.4% | CCOc1ccc(N(CC(=O)Nc2ccc(C)c(C)c2)S(C)(=O)=O)cc1

Sorted by count of non-hydrogen atoms (largest number first): 4 of the compounds above.
Rat MKP-3 inhibitors | Hsp70 displacement | compound
0% | 4.8% | CCC1CCCCN1CCCNC(=O)C1CCC(=O)N1Cc1ccc(C)cc1 (centres undefined)
3% | 7.4% | CCOc1ccc(N(CC(=O)Nc2ccc(C)c(C)c2)S(C)(=O)=O)cc1
0% | -0.7% | O=C(Nc1ccc(N2CCOCC2)cc1)c1sc2ccccc2c1Cl
· | 3.2% | COC(=O)c1scc(C)c1N/N=C(\C)c1ccc(F)cc1F
